# GLS inh: qHTS for Inhibitors of Glutaminase (GLS). AID 624170, 2012. GLS enzymatic activity, qHTS titration. Glutaminase kidney isoform, mitochondrial (Homo sapiens), O94925. Potency, µM (highest dose often 45.5 µM), without a hit: at the top dose activity change, negative = inhibition, usual class: inhibitors. hit rate 0.21% among 410,000; note: % is set by controls: 0 for no effect and ±100 for the full control effect
#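 Human kidney-isoform GLS in 45 mM KH2PO4 pH 8.2, 0.02% Tween-20, with compound, started with 1mM L-Glutamine (added stock). Glutamate oxidase/HRP/Amplex red coupled fluorescence read at start and after 30 min at RT.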
# HP1b chromo inh: HTS for Inhibitors of HP1-beta Chromodomain Interactions with Methylated Histone Tails | AlphaScreen HP1-beta / biotin-H3K9me3 peptide binding | Potency, µM (series often up to 114 µM), without a hit: at the highest dose activity change, negative = inhibition, most hits filed as inhibitors | hit rate 0.56% among 390,000 | AID 540317, 2011; note: nearly all actives have a fitted effect of over 70% in size; inactives centre near 23
# Target sequence (P83916 whole entry, looked up): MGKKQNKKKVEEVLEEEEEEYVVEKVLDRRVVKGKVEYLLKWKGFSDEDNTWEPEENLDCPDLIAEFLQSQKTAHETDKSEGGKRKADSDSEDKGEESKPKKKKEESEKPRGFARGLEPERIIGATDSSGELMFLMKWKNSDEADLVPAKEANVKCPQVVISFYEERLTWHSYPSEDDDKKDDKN
#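 Compound inhibition of the preformed complex between 50 nM HP1-beta and 50 nM biotinylated H3K9me3 peptide was read by AlphaScreen. Buffer was PBS pH 7.4 with 0.01% Tween-20. Incubations ran 30 min at room temperature, with 10 ug/mL donor/acceptor beads.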
# PGK inhibitor: qHTS Assay to Find Inhibitors of Phosphoglycerate Kinase; PGK/GAPDH coupled, Kinase-Glo luminescence, 60 min; hit rate 0.043% among 380,000; Phosphoglycerate kinase, glycosomal (Trypanosoma brucei brucei), P07378; AID 602233, 2012; Potency, µM (series often up to 57.5 µM), for the others: at the highest dose activity change, negative = inhibition, most hits filed as inhibitors; note: % is set by controls: 0 for no effect and ±100 for the full control effect; nearly all actives have a fitted effect of over 60% in size
#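 Luminescent ATP detection (Kinase-Glo Plus) follows a 60-minute room-temperature incubation, with wells lacking PGK as controls. Buffer: 100 mM TEA (pH 7.6), 5 mM MgCl2, 0.01% Tween-20. Coupling enzyme GAPDH (100 nM final) supplies unstable 1,3-BPG in-well.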
# Pin1 inh: qHTS Assay to Find Inhibitors of Pin1 | hit rate 0.009% among 390,000 | AID 504891, 2011 | Potency, µM (titrated, usually from 115 µM), without a hit: at the top dose activity, negative = inhibition, usual class: inhibitors | Pin1 FP peptide displacement, HiFluor488, 10 min | Peptidyl-prolyl cis-trans isomerase NIMA-interacting 1 (Homo sapiens), Q13526; active = well fitted inhibition curve with a large enough effect in the polarisation, with a control signal flat, not every such curve was filed as active; inconclusive = small, poorly fitted or top-dose-only effect, or effect the other way, or a change in a side signal; inactive = no such curve, though single readings can be large or run the other way; the % refers to the polarisation; note: % is set by controls: 0 for no effect and ±100 for the full control effect
# Target sequence (Q13526 whole entry, looked up): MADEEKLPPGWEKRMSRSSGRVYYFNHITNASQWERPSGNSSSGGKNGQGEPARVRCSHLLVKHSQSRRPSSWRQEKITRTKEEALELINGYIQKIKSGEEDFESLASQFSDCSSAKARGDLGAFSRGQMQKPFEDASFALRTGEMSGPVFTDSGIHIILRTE
# RGS4 inh: Inhibitors of Regulator of G Protein Signaling (RGS) 4: qHTS; Potency, µM (top dose mostly 114 µM), inactives show at the highest dose activity change, negative = inhibition, usual class: inhibitors; Regulator of G-protein signaling 4 (Homo sapiens), P49798; Transcreener GDP fluorescence polarization, RGS4-accelerated GTP hydrolysis; AID 504845, 2011; hit rate 0.039% among 390,000; note: % is set by controls: 0 for no effect and ±100 for the full control effect; nearly all actives have a fitted effect of over 75% in size; some results filed as inactive show a strong effect at the top dose
# Target sequence (P49798 whole entry, looked up): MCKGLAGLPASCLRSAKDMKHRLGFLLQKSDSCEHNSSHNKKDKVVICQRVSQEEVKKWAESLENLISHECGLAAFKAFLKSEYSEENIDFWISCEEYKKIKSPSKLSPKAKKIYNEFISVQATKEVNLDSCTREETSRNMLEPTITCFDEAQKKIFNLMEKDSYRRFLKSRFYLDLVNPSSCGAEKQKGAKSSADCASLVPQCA
#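 MLSMR compounds (23 nl, pin-transferred) preincubated 10 min at room temperature with a 500nM (2x) first reagent, then RGS4 at 900nM (2x) plus Transcreener GDP mix added; fluorescence polarization (620/688 nm) read before and after 90 min at 30 °C.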
# rTrxR1 inhibitor: qHTS Assay for Inhibitors of Mammalian Selenoprotein Thioredoxin Reductase 1 (TrxR1): qHTS. Potency, µM (highest dose often 114 µM), for inactives: top-dose activity change, negative = inhibition, most hits filed as inhibitors. recombinant rTrxR1, NADPH fluorescence consumption, selenite substrate. Thioredoxin reductase 1, cytoplasmic (Rattus norvegicus), O89049. hit rate 1% among 390,000. AID 588453, 2011; note: % is set by controls: 0 for no effect and ±100 for the full control effect; nearly all actives have a fitted effect of over 65% in size
# Target sequence (O89049 whole entry, looked up): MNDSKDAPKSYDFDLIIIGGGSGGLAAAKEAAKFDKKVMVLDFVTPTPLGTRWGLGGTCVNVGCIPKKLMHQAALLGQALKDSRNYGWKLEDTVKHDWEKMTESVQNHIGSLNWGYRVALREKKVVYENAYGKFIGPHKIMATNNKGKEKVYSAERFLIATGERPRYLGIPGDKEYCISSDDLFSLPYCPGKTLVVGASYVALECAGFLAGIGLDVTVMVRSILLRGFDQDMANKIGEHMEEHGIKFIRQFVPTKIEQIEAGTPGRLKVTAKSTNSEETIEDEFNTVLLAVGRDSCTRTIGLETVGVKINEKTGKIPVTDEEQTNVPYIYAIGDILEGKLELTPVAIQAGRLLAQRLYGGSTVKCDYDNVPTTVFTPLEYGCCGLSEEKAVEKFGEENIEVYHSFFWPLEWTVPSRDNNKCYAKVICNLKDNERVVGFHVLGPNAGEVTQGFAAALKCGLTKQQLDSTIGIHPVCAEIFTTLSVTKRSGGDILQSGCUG
#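 Rat TrxR1 (90 nM in the dispensed reagent) was pre-reduced with 400 uM NADPH for 5 min at room temperature, then incubated with compound for 15 min. After 400 uM selenite was added, NADPH fluorescence (Ex 340/Em 450 nm) was followed for 8 min.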
# ERG-DNA inh: qHTS for Small Molecule Inhibitors of the ERG Ets/DNA interaction. fluorescence polarization, His-ERG Ets domain / labelled DNA. AID 624246, 2012. Transcriptional regulator ERG (Homo sapiens), P11308. hit rate 0.028% among 370,000. Potency, µM (top dose mostly 76.9 µM), for inactives: top-dose FP activity, negative = inhibition, hits mostly inhibitors; active = well fitted inhibition curve with a large enough effect in the polarisation, with a control signal flat; inconclusive = small, poorly fitted or top-dose-only effect, or effect the other way, or a change in a side signal; inactive = no such curve, though single readings can be large or run the other way; the % refers to the polarisation;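 note: polarization taken with two DNA probes labelled with fluorescein and Texas red; % of control where 0% means no effect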
#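 His-tagged ERG Ets domain (1 uM in the protein solution; 300mM KCl, 50mM Tris-HCl, 1mM EDTA, 1mM DTT, pH 7.5) received compound, then a probe mix of 5 nM fluorescein-DNA and 100nM Texas-615-DNA. Fluorescence polarization was read for both dyes.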
# JMJD2A Tudor: qHTS Assay for Inhibitors of JMJD2A-Tudor Domain; Lysine-specific demethylase 4A (Homo sapiens), O75164; AlphaScreen JMJD2A-Tudor / H3K4me3 peptide binding; Potency, µM (doses to about 114 µM), without a hit: top-dose activity change, negative = inhibition, actives largely listed as inhibitors; hit rate 4.4% among 390,000; AID 504339, 2011; note: % is set by controls: 0 for no effect and ±100 for the full control effect; nearly all actives have a fitted effect of over 50% in size
# 12-LOX inh: Primary qHTS assay for inhibitors of human arachidonate 12S-lipoxygenase (ALOX12): Round 2 | Polyunsaturated fatty acid lipoxygenase ALOX12 (Homo sapiens), P18054 | purified 12hLO, xylenol orange hydroperoxide absorbance | Potency, µM (top dose mostly 108 µM), for the others: top-dose activity change, negative = inhibition, most hits filed as inhibitors | hit rate 1.1% among 580,000 | AID 1671190, 2021; note: % is set by controls: 0 for no effect and ±100 for the full control effect
#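 Purified human 12hLO (150 nM final) in 25 mM Hepes, 0.01% Triton X-100, pH 7.0 was preincubated 15 min at room temperature with compound. Then 40 uM arachidonic acid was added, 30 min. Hydroperoxide was read by Fe-XO absorbance ratio 573/405 nm.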
# An asterisk follows results filed as active; i = inactive; ? = inconclusive; · = not tested or not shown; [ ] = remark or other dose. Unless noted, calls come from the whole dose curve; as a rule, active = well fitted curve in the direction sought with a large enough effect; inconclusive = small, poorly fitted or top-dose-only effect, or another doubt; inactive = no such curve, though single readings can be large; an effect the other way counts as inactive or inconclusive. Potency is the fitted concentration of half-maximal effect.
GLS inh | HP1b chromo inh | PGK inhibitor | Pin1 inh | RGS4 inh | rTrxR1 inhibitor | structure | ERG-DNA inh | JMJD2A Tudor | 12-LOX inh
-5% | ? | -5% | 3% | -38% | 28%[57.1 µM] | COc1ccc(C(=S)N2CCOCC2)cc1OC(=O)c1ccc([N+](=O)[O-])cc1[N+](=O)[O-] | -4% | -30% | 3%
-2% | ? | -5% | ? | ? | ? | CCCN(CCC)c1nc2c(C)cccn2c(=O)c1/C=C1/SC(=S)N(Cc2ccco2)C1=O | 39%[activator] | 35µM* | ·
1% | 23% | 0% | -2% | 15% | -2% | CC(=O)c1cccc(NC(=O)N2CCCC2C(=O)Nc2c(C)cccc2C)c1 (stereo unspecified) | -5% | -4% | -6%
-8% | 9% | 0% | 32%[activator] | -16% | 27% | CCOC(=O)c1ccc(N2C(=O)c3[nH]nc(-c4ccc(C)cc4)c3C2c2cccc(F)c2)cc1 (stereo unspecified) | -16% | -31% | 0%
14% | 0%[57 µM] | -6% | 0% | -12% | -6% | COc1ccc(CNC(=O)Cc2ccc(NC(=O)C3=C(C)OCCS3)cc2)cc1 | -4% | -36% | -5%
-7% | -12% | -5% | -5% | -3% | 14% | CCOC(=O)C1CCN(C(=O)c2cc(CN3C(=O)c4ccccc4C3=O)ccc2OCC)CC1 | -28% | -16% | ?
50%[activator] | 12% | i | -1% | -21% | 7% | O=C(CN1C(=O)COc2ccccc21)Nc1ccc(N2CCOCC2)cc1 | -2% | -25% | 3%
0% | 17% | i | 5% | -5% | 0% | O=C(CCc1nc2ccccc2c(=O)[nH]1)OCCOc1ccc(Cl)cc1 | 2% | -9% | -21%
3% | 30% | 6% | -4% | -31% | -7% | O=C(COC(=O)Cc1ccc(F)cc1)NC1CCS(=O)(=O)C1 (stereo unspecified) | 6% | -8% | 14%
-2% | 15% | 0% | -2% | 22% | 1% | COc1ccc(CCNC(=O)c2ccc(CN3CCC(Cc4ccccc4)CC3)cc2)cc1 | 3% | -7% | 8%
-9% | 9% | -2% | -9% | 32% | 14% | CC(=O)c1cccc(NC(=O)C2=CC(c3cccs3)=NS(=O)(=O)N2C)c1 | 3% | ? | -22%
-19% | 56%[activator] | 0% | -1% | -19% | 11% | CSc1ccccc1OCc1cc(C(=O)NC2CCc3ccccc32)no1 (stereo unspecified) | 7% | -8% | 8%
3% | 54%[activator] | -10% | 33%[activator] | -15% | -6% | Cc1ccc(S(=O)(=O)Cn2nnnc2CN2CCCC3(CCCCC3)C2)cc1 | · | 3% | ?
1% | 2% | -5% | -9% | -37% | -20% | Nc1nc2c(c(=O)[nH]1)C(c1ccccc1)C1=C(N2)c2ccccc2C1=O (stereo unspecified) | 8% | -6% | 4%
-29% | -3% | -9% | -3% | 24% | -21% | Cc1c(N)cc(S(=O)(=O)O)cc1NC(=O)c1cccc([N+](=O)[O-])c1 | -1% | -34% | ?
6% | 17% | 1% | 2% | -23% | 26% | O=C(Cn1ncc2c([nH]c3ccccc32)c1=O)NCc1cccc(Cl)c1 | 7% | -10% | ?
4% | ? | -5% | 0% | 1% | -4%[57.1 µM] | COc1ccc(CN2CCN(S(=O)(=O)c3ccccc3)CC2)c(OC)c1OC | 7% | 22µM* | -60%
-11% | 39% | -10% | 3% | -14% | 13%[57.1 µM] | C/C(=N\NC(=O)c1ccc(Br)o1)c1cc2c(cc1NC(=O)CCC(=O)O)OCO2 | 36%[activator] | -21% | ?
7% | 40%[activator] | 4% | ? | 2% | -2% | Cc1cccc(NC(=O)N2CCN(Cc3ccc(Cl)cc3)CC2)c1 | -1% | -12% | -17%
-8% | 2% | 4% | 0% | -2% | 22% | O=C(CN1C(=O)c2ccccc2C1=O)Nc1ccccc1C(=O)NC1CCCCCC1 | 8% | -1% | 5%
-7% | 61%[activator] | i | 1% | -16% | 14% | Cc1cc(C)c(NC(=O)CN(C)C(=O)CNC(=O)c2cccs2)c(C)c1 | 6% | -3% | i
3% | 39%[activator] | -8% | 5% | ? | ? | COc1ccc(-c2nnc(SCC(=O)c3ccco3)n2-c2ccccc2)cc1 | -2% | 56µM* | 137%[activator]
0% | 22% | i | 9% | -24% | 19%[57.1 µM] | CC1Cc2ccccc2N1CC(=O)NC(c1ccccc1)c1ccccc1 (stereo unspecified) | -1% | -18% | -3%
-6% | 14% | 6% | 2% | -3% | 12%[57.1 µM] | CCc1cccc(C)c1NC(=S)N(CCN(C)C)Cc1cccs1 | -5% | -15% | 180%[activator]
1% | 22% | 3% | -3% | -33% | 7%[57.1 µM] | COc1ccc(S(=O)(=O)N2CCOCC2)cc1NC(=O)c1ccc2c(c1)OCCO2 | -3% | -9% | 0%
5% | 40%[activator] | 0% | -3% | -46% | -15% | COc1ccc(N(CC(=O)NN=C2CCN(C)CC2)S(=O)(=O)c2ccc(NC(C)=O)cc2)cc1 | -1% | -9% | -1%
1% | 32% | · | 5% | -11% | -29% | Cc1cc(C)c2cc(CN(Cc3nnnn3C3CCCCC3)CC3CCCO3)c(=O)[nH]c2c1 (stereo unspecified) | · | -24% | 11µM*
6% | 9% | -3% | -6% | -2% | 13% | CCOC(=O)C1CCCN(S(=O)(=O)c2cc3c4c(c2)CCC(=O)N4CCC3)C1 (stereo unspecified) | 13% | -15% | -1%
-4% | 51%[activator] | -7% | -1% | 17% | 0%[57.1 µM] | COC(=O)c1sc(S(=O)(=O)N2CCN(CCO)CC2)c(C(=O)OC)c1C | 10% | -9% | -24%
11% | ? | -12% | 1% | ? | 8% | CCCC(=O)Nc1ccc(Cl)c(NC(=O)CC)c1 | 13% | ? | -23%
-2% | 21% | -8% | 0% | 4% | -6% | Cc1ccc(S(=O)(=O)N2CCOCC(=O)NCCOCCNC(=O)COCC2)cc1 | -4% | 10% | 4%
3% | 26% | 5% | 3% | -5% | -7% | CC(NC(=O)CNC(=O)c1ccco1)c1ccccc1 (stereo unspecified) | -11% | -13% | 7%
0% | 12% | 7% | 7% | 12% | -7%[57.1 µM] | COC(=O)C1(NC(=O)CNC(=O)OCc2ccccc2)CCCC1 | 21% | -3% | 1%
-6% | 15% | -8% | -1% | -18% | 15% | C/C(CC1(O)/C(=N/O)CCc2nonc21)=N\O (stereo unspecified) | -12% | 16µM* | ?
1% | 4% | · | 19% | -7% | 25% | Cc1ccc(-c2nnc3sc(-c4ccncc4)nn23)cc1 | 8% | -17% | -4%
-15% | 40%[activator] | -10% | -1% | 4% | -20% | O=C(NCc1ccccc1)c1cncc(Br)c1 | 4% | -1% | 1%
-17% | 50%[activator] | 0% | 1% | 3%[11.4 µM] | -11% | NC1=NC(c2ccc(Cl)cc2)n2c(nc3ccccc32)N1 (stereo unspecified) | -6% | 2%[11.4 µM] | -8%
-2% | 34% | 0% | 5% | 27% | 16% | CCn1c(CCc2ccccc2)nnc1SCC(N)=O | 2% | -3% | -7%
-6% | 16% | 7% | -5% | 9% | 4%[57.1 µM] | CCOc1ccccc1NS(=O)(=O)c1csc(C(N)=O)c1 | 0% | 9% | 27%
11% | 13% | i | -1% | -6% | 19%[57.1 µM] | COc1ccc(C(=O)OCn2nnc3ccccc3c2=O)cc1OC | -5% | 3% | 150%[activator]
1% | 11% | -9% | -3% | 22% | 3% | Cc1cc(=O)oc(C)c1C(=O)NC1CC(C)(C)NC(C)(C)C1 | -11% | -1% | -4%
-14% | 1% | i | ? | -42% | -60%[57.1 µM] | CCCS(=O)(=O)c1cn2cccc(N)c2c1S(=O)(=O)CCC | -9% | ? | ?
-9% | 39% | -2% | -3% | -19% | 7%[57.1 µM] | COc1ccccc1CNC(=O)CCn1c(=O)oc2ccccc21 | 1% | -3% | 0%
-10% | 29% | -10% | 27% | -7% | -18%[57.1 µM] | COc1ccc(/C=C/c2cc(C(F)(F)F)[nH]c(=O)n2)cc1OC | 0% | -5% | 8.9µM*
5% | 6% | -4% | -4% | -38% | 30% | CCOC(=O)c1ccc(N2C(=O)c3[nH]nc(-c4ccc(C)cc4)c3C2c2ccc(O)c(OCC)c2)cc1 (stereo unspecified) | -5% | -29% | -8%
-13% | 31% | -5% | -6% | 6% | 9%[57.1 µM] | Cc1cc(N/N=C/c2ccccc2O)nc(-c2ccccc2O)n1 | 4% | -3% | -6%
4% | 40%[activator] | i | 4% | -10% | 13% | COc1ccccc1Nc1nc(N)nc(N)c1S(=O)(=O)c1ccccc1 | 7% | ? | -12%
8% | 1% | 1% | 3% | -4%[11.4 µM] | -11% | COc1ccc(/C=C(\C#N)C(=O)c2c(C)[nH]c3ccccc23)cc1OC | -2% | ? | -8%
8% | -10% | -3% | 5% | ? | 6% | O=c1cc(-c2ccccc2)nc(N2CCCCC2)[nH]1 | 6% | -30%[57.1 µM] | 0%

# Compound activity deposited in PubChem BioAssay by National Center for Advancing Translational Sciences (NCATS).

# A portion of the library; count on the stated rates, not on these rows.
